CD40 NFkB inh: CD40 pathway inhibition in BL2 cells | BL2 NF-kB luciferase reporter, CD40L-induced, 4 h | inhibition, % at 10 µM | 0.94% of 83,000 active | AID 1053188;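 active = mean inhibition of at least 50% with a set share of replicates also reaching that level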;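 also: 0% = neutral control wells and 100% = IKK inhibitor VII at 50 µM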
Numbers without * were called inactive; & = joins results of further samples; [ ] = remark or other dose. An excerpt; count on the stated rates, not on these rows.

Screening CN1CCN(C(=O)C2CCC(C)(C(=O)O)C2(C)C)CC1 (stereo not given) returned CD40 NFkB inh 13.
O=C(C1CCCCC1)N1C[C@@H]2N[C@H](C1)C2c1ccc(-c2cccc(F)c2)cc1 (stereo not given in full) was read as CD40 NFkB inh -23&26.
`N#C/C(=C\c1cccc([N+](=O)[O-])c1)C(=O)NCC1CCCO1` (stereo not given) gave CD40 NFkB inh 4.
Screening COc1ccc(Cn2cccc(NC(=O)Nc3ccc(F)cc3)c2=O)cc1 returned CD40 NFkB inh 4.
O=C(C1CC1)N1CCc2[nH]c3ccccc3c2C1 was read as CD40 NFkB inh -4.
`CN(C)S(=O)(=O)c1cc(NC(=O)Cn2ccsc2=N)ccc1Cl` gave CD40 NFkB inh 4.
O=C(Nc1nccs1)c1ccc2nccnc2c1 was read as CD40 NFkB inh -66.
CC1(C(=O)OCC(=O)Nc2nnc(-c3ccccc3)o2)CC1(Cl)Cl (stereo not given) was read as CD40 NFkB inh 4.
c1cncc(-c2ccc(C3[C@@H]4CN(Cc5nccs5)C[C@H]3N4)cc2)c1 (stereo not given in full) was read as CD40 NFkB inh 12&-11[25 µM].
CCC(C)N1CC(=O)N2Cc3[nH]c4ccccc4c3C[C@H]2C1=O (stereo not given in full) was read as CD40 NFkB inh -1.
CO[C@H]1CC[C@@H]2CCOc3c(C#N)cccc3C(=O)N(C)C[C@H](c3ccccc3)CC(=O)N(C)C[C@@H]1O2 was read as CD40 NFkB inh -20[25 µM].
Screening O=C(COc1ccc(S(=O)(=O)N2CCOCC2)cc1)NCCc1ccccc1 returned CD40 NFkB inh -9.
CCCN1[C@@H]2c3ccc(-c4ccccc4OC)c(=O)n3C[C@@H]2[C@@H](CO)[C@@H]1C(=O)N(C)C was read as CD40 NFkB inh -1[25 µM].
For O=C1N[C@@H](Cc2ccccc2)COCc2cn(nn2)CC[C@@H]1Cc1ccccc1 the results were CD40 NFkB inh -5.
Screening COC(=O)CNC(=O)c1ccccc1F returned CD40 NFkB inh 11.

The closing six compounds of the part before lead into the next.
CCC(C)N1CC(=O)N2Cc3[nH]c4ccccc4c3C[C@H]2C1=O (stereo not given in full) was read as CD40 NFkB inh -1.
CO[C@H]1CC[C@@H]2CCOc3c(C#N)cccc3C(=O)N(C)C[C@H](c3ccccc3)CC(=O)N(C)C[C@@H]1O2 was read as CD40 NFkB inh -20[25 µM].
Screening O=C(COc1ccc(S(=O)(=O)N2CCOCC2)cc1)NCCc1ccccc1 returned CD40 NFkB inh -9.
CCCN1[C@@H]2c3ccc(-c4ccccc4OC)c(=O)n3C[C@@H]2[C@@H](CO)[C@@H]1C(=O)N(C)C was read as CD40 NFkB inh -1[25 µM].
For O=C1N[C@@H](Cc2ccccc2)COCc2cn(nn2)CC[C@@H]1Cc1ccccc1 the results were CD40 NFkB inh -5.
Screening COC(=O)CNC(=O)c1ccccc1F returned CD40 NFkB inh 11.
O=C(OCC(=O)C12CC3CC(CC(C3)C1)C2)c1ccc(O)cc1O was read as CD40 NFkB inh -58.
COc1cccc(CN(C)C[C@@H]2OCc3ccccc3-c3c(n(C)c4ccccc34)C(=O)N([C@H](C)CO)C[C@@H]2C)c1 was read as CD40 NFkB inh 9.
`C[C@H](NC(=O)C[C@@H]1C[C@@H]2c3cc(N(C)C)ccc3O[C@@H]2[C@H](CO)O1)c1ccccc1` gave CD40 NFkB inh -5[25 µM].
For COc1ccc(N2C(=O)c3ccccc3NC23CCCCC3)cc1 the results were CD40 NFkB inh 3.
Screening N#Cc1c(N)nc2c(c1-c1ccncc1)CCCCC2 returned CD40 NFkB inh 9.
`CC1Oc2ccccc2N(CC(=O)NCc2cccs2)C1=O` (stereo not given) gave CD40 NFkB inh -30.
C[C@H]1CN([C@@H](C)CO)C(=O)CCCn2nncc2CO[C@@H]1CN(C)Cc1cccnc1 was read as CD40 NFkB inh 12[25 µM].
`O=C(Nc1ccc(F)cc1)N1C[C@@H]2[C@H](c3ccccc31)[C@@H](CO)N2Cc1ccccc1` gave CD40 NFkB inh 3.
CCn1c(CN2CCCCC2)nc2cc(S(=O)(=O)N3CCCCC3)ccc21 was read as CD40 NFkB inh 11.
Screening Cc1sc2c(c1C)c(=O)n(-c1ccccc1)c(=O)n2CC(=O)NCC1CCCO1 (stereo not given) returned CD40 NFkB inh 28.
Screening CCCNC(=O)N1[C@@H](CO)[C@@H](c2ccc(-c3ccccc3)cc2)[C@@H]1CNC(C)=O returned CD40 NFkB inh 18[25 µM].
COc1ccccc1C(=O)COC(=O)C(NC(=O)Cc1ccccc1)C(C)C (stereo not given) was read as CD40 NFkB inh -1.
Screening COc1cc(SC)ccc1-c1nc2ccncc2[nH]1 returned CD40 NFkB inh -6[25 µM].
Screening CC(C)NC(=O)Nc1ccc2c(c1)C(=O)N([C@@H](C)CO)C[C@@H](C)[C@@H](CN(C)C(=O)C1CCCCC1)OCCCC[C@H](C)O2 returned CD40 NFkB inh -11[25 µM].
For OC(CNCCc1ccc(Cl)cc1)COc1ccc2ccccc2c1 (stereo not given) the results were CD40 NFkB inh 18.

Of the compounds above, 3 have a cyano group.
`N#C/C(=C\c1cccc([N+](=O)[O-])c1)C(=O)NCC1CCCO1` (stereo not given) gave CD40 NFkB inh 4.
CO[C@H]1CC[C@@H]2CCOc3c(C#N)cccc3C(=O)N(C)C[C@H](c3ccccc3)CC(=O)N(C)C[C@@H]1O2 was read as CD40 NFkB inh -20[25 µM].
Screening N#Cc1c(N)nc2c(c1-c1ccncc1)CCCCC2 returned CD40 NFkB inh 9.

Later entries:
Screening O=c1[nH]nc(Cc2ccc3ccccc3n2)c2ccccc12 returned CD40 NFkB inh -73.
Screening COc1cccc(CNc2nc(NC(C)C)nc3ccsc23)c1OC returned CD40 NFkB inh -9.
For O=C(CC(c1ccccc1)c1ccco1)Nc1nccs1 (stereo not given) the results were CD40 NFkB inh -6.
For CC(=O)N1CCN(c2ccc(NC(=O)/C=C/c3ccccc3)cc2)CC1 the results were CD40 NFkB inh -73.
`COC(=O)CNC(=O)C(C)(C)Oc1ccc(Cl)cc1` gave CD40 NFkB inh 11.
COc1cccc(CNC(=O)COc2ccc(C(=O)c3ccccc3)cc2)c1 was read as CD40 NFkB inh 2.
Screening Cc1cccc(CN2CCN(Cc3nc4c(s3)CCCC4)CC2CCO)n1 (stereo not given) returned CD40 NFkB inh 8.
`CC(Oc1ccc2c(-c3ccccc3)cc(=O)oc2c1)C(=O)N1CCOCC1` (stereo not given) gave CD40 NFkB inh 7.
Screening Cc1ccc(CN2CCS(=O)(=O)CC2)o1 returned CD40 NFkB inh -2.
CNCCCC12CCC(c3ccccc31)c1ccccc12 was read as CD40 NFkB inh 20&16.
FC(c1nc2ccccc2[nH]1)C(F)(F)F (stereo not given) was read as CD40 NFkB inh 34.
O=C(CC1OC(=O)c2ccccc21)Nc1cc(Cl)ccc1N1CCCC1 (stereo not given) was read as CD40 NFkB inh 7.
COc1cc2ccnc(C=NO)c2cc1OC was read as CD40 NFkB inh 11.
Screening O=C(O)CC/C=C/CC1COC(c2ccccc2Cl)OC1c1ccccc1O (stereo not given) returned CD40 NFkB inh -18[25 µM].
CCNC(=O)C(=O)Nc1ccc2c(c1)N(S(=O)(=O)c1cccs1)CCC2 was read as CD40 NFkB inh 0.

In the list so far, 5 contain fluorine.
O=C(C1CCCCC1)N1C[C@@H]2N[C@H](C1)C2c1ccc(-c2cccc(F)c2)cc1 (stereo not given in full) was read as CD40 NFkB inh -23&26.
Screening COc1ccc(Cn2cccc(NC(=O)Nc3ccc(F)cc3)c2=O)cc1 returned CD40 NFkB inh 4.
Screening COC(=O)CNC(=O)c1ccccc1F returned CD40 NFkB inh 11.
`O=C(Nc1ccc(F)cc1)N1C[C@@H]2[C@H](c3ccccc31)[C@@H](CO)N2Cc1ccccc1` gave CD40 NFkB inh 3.
FC(c1nc2ccccc2[nH]1)C(F)(F)F (stereo not given) was read as CD40 NFkB inh 34.

Grouped by structure, those above containing a furan ring, fused or not.
For O=C(CC(c1ccccc1)c1ccco1)Nc1nccs1 (stereo not given) the results were CD40 NFkB inh -6.
Screening Cc1ccc(CN2CCS(=O)(=O)CC2)o1 returned CD40 NFkB inh -2.

(continued)
For Cc1onc(-c2ccccc2)c1C(=O)N1CCN(C(=O)c2ccco2)CC1 the results were CD40 NFkB inh 10.
`CC(C)(CNC(=O)C1CCCC1)CNC(=O)C1CCCC1` gave CD40 NFkB inh 15.
`Cc1cc([N+](=O)[O-])nn1CC(=O)Nc1cccc2nonc12` gave CD40 NFkB inh 6.
For Cc1ccc(C(=O)CCC(=O)OCC(=O)Nc2c(C)nn(-c3ccccc3)c2C)cc1 the results were CD40 NFkB inh 3.
`CN(C)Cc1cc(C(C)(C)C)cc(N2CCOCC2)c1O` gave CD40 NFkB inh 3.
For CC(C)[C@H](C)NC(=O)N(C)C[C@@H]1OCc2ccccc2-c2c(n(C)c3ccccc23)C(=O)N([C@H](C)CO)C[C@H]1C the results were CD40 NFkB inh 12.
COc1cccc(-c2ccc(C3[C@@H]4CN(C(=O)C5CCCC5)C[C@H]3N4)cc2)c1 (stereo not given in full) was read as CD40 NFkB inh -21&3.
For Cc1cc(C(=O)CCl)c(C)n1CC1COc2ccccc2O1 (stereo not given) the results were CD40 NFkB inh 8.
`CO[C@H]1CC[C@@H]2CCOc3ccc(C#N)cc3C(=O)N(C)[C@H](C)C(=O)N(C)C[C@@H]1O2` gave CD40 NFkB inh 7[25 µM].
Screening COc1ccc(-n2ncc3c2CC(C)(C)CC3NC(=O)CN2CCOC2=O)cc1 (stereo not given) returned CD40 NFkB inh 7.
Screening CCN(CC)S(=O)(=O)c1cc(C)c(C)cc1Br returned CD40 NFkB inh 7.
O=S(=O)(c1cccs1)N1CCN(CCc2ccccc2)CC1 was read as CD40 NFkB inh 10.
`COc1ccccc1NC(=O)N1C[C@H](O)COC[C@H]2O[C@@H](CC(=O)NCCc3ccncc3)CC[C@@H]21` gave CD40 NFkB inh 1[25 µM].
`CC1CN(C(=O)CSc2nc(N)cc(N)n2)CC(C)O1` (stereo not given) gave CD40 NFkB inh 9.
Screening CCN(CC(=O)Nc1ccc(OC)cc1)C(=O)c1ccc(Cl)c(S(=O)(=O)N2CCCC2)c1 returned CD40 NFkB inh 1.
`CCN(C(=O)CSc1nnnn1C)C1CCS(=O)(=O)C1` (stereo not given) gave CD40 NFkB inh 5.
CN(C)C(=O)c1ccc(-c2ccccc2[C@H]2[C@@H](C#N)N(C(=O)C3CCCCC3)[C@H]2CO)cc1 was read as CD40 NFkB inh 1[25 µM].
`CO[C@H]1CN(C)C(=O)c2ccc(NC(C)=O)cc2OC[C@@H](C)N(Cc2cccc(F)c2)C[C@@H]1C` gave CD40 NFkB inh -2[25 µM].
Screening O=C(CSc1nc(=O)n2ccccc2n1)NC1CCCCC1 returned CD40 NFkB inh -2.
`O=S(=O)(c1ccc(C2CCCCC2)cc1)N1CCCC1` gave CD40 NFkB inh -8.
`CC/C(=C(/c1ccccc1)c1ccc(OCCN(C)C)cc1)c1ccccc1` gave CD40 NFkB inh 2[25 µM].
`CCOC(=O)C1(CCOC)CCN(Cc2nc(C(C)C)cs2)CC1` gave CD40 NFkB inh -16.
Screening Cc1cc(-n2c(C)cc(C(=O)CN3C(=O)NC4(CCCCCC4)C3=O)c2C)no1 returned CD40 NFkB inh 0.
For COc1ccc(N(C)S(=O)(=O)c2cccc(C(=O)OCC(=O)N3CC(C)CC(C)C3)c2)cc1 (stereo not given) the results were CD40 NFkB inh 25.
`Cc1sc(NC(=O)CSc2nnc3scc(-c4ccccc4)n23)c(C#N)c1C` gave CD40 NFkB inh 10.
C/C=C/c1ccc([C@@H]2[C@H](CO)N(C(=O)NCCC)[C@H]2CNC(=O)C2CCC2)cc1 was read as CD40 NFkB inh 1.
Screening Clc1ccc(N2CCOCC2)nn1 returned CD40 NFkB inh 2.
Screening Cc1cc(C)c2cc(CN(CCN(C)C)C(=O)Nc3ccccc3Cl)c(=O)[nH]c2c1 returned CD40 NFkB inh 15.
C=CCn1c(SCC(=O)NCc2ccco2)nnc1C1CCCCC1 was read as CD40 NFkB inh -4.
`O=C(CCC1CCCN(C(=O)c2ccsc2)C1)NCc1ccc(F)c(F)c1` (stereo not given) gave CD40 NFkB inh -29.
CC(C)(C)NC(=O)C(=O)NN=C1CCCCCCCCCCC1 was read as CD40 NFkB inh 4.
Screening O=C(c1cc(S(=O)(=O)N2CCOCC2)ccc1F)N1CCc2ccccc21 returned CD40 NFkB inh 7.
Cc1ccccc1N1CC(C(=O)Nc2ccncc2)CC1=O (stereo not given) was read as CD40 NFkB inh 0.
For Cc1noc(C)c1COC(=O)CCc1ccc(S(=O)(=O)N2CCCCC2)cc1 the results were CD40 NFkB inh 5.
Screening CCOC(=O)c1sc2ccccc2c1OC(=O)c1ccccc1OC returned CD40 NFkB inh 64*.
Screening O=C(CCN1CCCCCC1)Nc1ccc2c(c1)OCCO2 returned CD40 NFkB inh 3.
For CN(Cc1cccs1)CC(O)COCc1ccco1 (stereo not given) the results were CD40 NFkB inh 7.
For Cc1ccc(NC(=O)Cn2c(=O)cnc3ccccc32)cc1S(=O)(=O)N1CCOCC1 the results were CD40 NFkB inh 6.
Screening CCc1nnc2n1N=C(c1ccc(-c3cc(Cl)ccc3Cl)o1)CS2 returned CD40 NFkB inh 7.
CCCCNc1nc2ccccc2[nH]1 was read as CD40 NFkB inh -12.
Screening COc1ccc(C#Cc2cnc3c(c2)C(=O)N([C@H](C)CO)C[C@H](C)[C@H](CN(C)S(=O)(=O)c2ccc(C)cc2)O3)cc1OC returned CD40 NFkB inh 8[25 µM].
Screening C[C@@H]1CN([C@@H](C)CO)C(=O)CCCn2nncc2CO[C@@H]1CN(C)C(=O)c1ccc2ccn(C)c2c1 returned CD40 NFkB inh 0[25 µM].
O=[N+]([O-])c1ccc(-c2csc(N3CCCCCC3)n2)cc1 was read as CD40 NFkB inh -29.
Screening CN(CC(=O)Nc1ccccc1C(=O)NC1CC1)Cc1cccs1 returned CD40 NFkB inh 3.
Screening COc1ccccc1N1CCN(C(=O)c2ccc3ncsc3c2)CC1 returned CD40 NFkB inh 1.
Screening COc1ccc(C(C)=O)cc1COC(=O)c1ccc(C)c(S(=O)(=O)N2CCOCC2)c1 returned CD40 NFkB inh 0.
`O=C(Nc1cccc(F)c1)N1C[C@H]2[C@@H](c3ccccc31)[C@H](CO)N2C(=O)c1cccnc1` gave CD40 NFkB inh -18.

Compound activity as filed in PubChem BioAssay.
